RNase H inhibition: RNase H inhibition, HIV 1 Gag Pol polyprotein, FRET biochemical assay, screening (AID 372) | HIV-1 RT RNase H, FRET RNA/DNA substrate fluorescence; higher % means a stronger effect | actives 0.77% (n = 100,000) | inhibition, % at 10 µM, or IC50 in µM where a hit was titrated; in the data active = inhibition above about 50%
Starred values were filed as active, the others as inactive. An excerpt (hit frequency here may not be typical).

SMILES	RNase H inhibition
CC(Oc1ccccc1)C(=O)Nc1ccc(-c2ccc(NC(=O)C(C)Oc3ccccc3)c(Cl)c2)cc1Cl (stereo not given)	8%
COc1cc(OC)cc(C(=O)Nc2c(C)ccc3nsnc23)c1	7%
COc1ccc(-n2nc3cc(C)c(NC(=O)COc4ccc(Cl)c(C)c4)cc3n2)cc1	5%
CC1CC(=O)NN=C1c1ccc(Cl)c([N+](=O)[O-])c1 (stereo not given)	8%
CC1CCc2c(sc(NC(=O)Nc3cccc(Cl)c3)c2C#N)C1 (stereo not given)	19%
O=C(/C=C/C(=O)OCC(F)(F)C(F)F)Nc1cccc(Br)c1	6%
COc1ccccc1NC(NC(=O)c1ccc([N+](=O)[O-])cc1)C(Cl)(Cl)Cl (stereo not given)	8%
COc1ccc(N2C(=O)/C(=C/c3ccc(-c4ccccc4[N+](=O)[O-])o3)C(=O)NC2=S)cc1	14%
CCOc1ccc(N2CN=c3s/c(=C\c4cccc([N+](=O)[O-])c4)c(=O)n3C2)cc1	18%
N#C/C(=C\C=C\c1ccccc1)c1nc(-c2cc3ccccc3oc2=O)cs1	10%
O=C(NC(C(=O)NCc1ccccc1)C12CC3CC(CC(C3)C1)C2)c1ccc(F)cc1 (stereo not given)	13%
Cc1ccc(S(=O)(=O)N/N=C/c2ccc(-c3ccc([N+](=O)[O-])cc3Br)o2)cc1	25%
Cc1c(Cl)cccc1NC(=O)CCC(=O)N/N=C1\CC(=O)CC(C)(C)C1	8%
N#C/C(=C\c1ccc(-c2cccc([N+](=O)[O-])c2)o1)C(=O)Nc1ccccc1O	35%
N#Cc1ccccc1COc1ccc(C=C2C(=O)NC(=S)NC2=O)cc1Br	46%
O=C(NCCN1CCOCC1)c1cc(-c2cccc(Br)c2)nc2ccccc12	0%
CC1=C(C#N)c2nc(N)c(C#N)c(C)c2/C1=C\c1ccc(-c2ccc(Cl)cc2)o1	12%
COC(=O)Nc1ccc(NC(C)=O)cc1	8%
Cc1ccc(C(=O)NC(Nc2ccc(F)cc2)C(Cl)(Cl)Cl)cc1 (stereo not given)	7%
On1c(-c2ccco2)nc2c1CCc1nonc1-2	10%
CCC(O)C#CC1(C)CCCC(C)(C)O1 (stereo not given)	0%
O=C(N/N=C/c1c(F)cccc1Cl)C1CC1	6%
CCOC(=O)CCc1nc2ccc(O)cc2[nH]1	6%
O=C(N/N=C/c1cc(Br)ccc1F)c1ccco1	2%
COc1ccc(C2CC(C(F)(F)F)n3nc(C(=O)N4CCN(c5ccc(F)cc5)CC4)c(Cl)c3N2)cc1OC (stereo not given)	0%
O=C(O)C1Nc2c(I)cccc2C2C=CCC12 (stereo not given)	30%
O=C(N/N=C/c1ccc(Cl)cc1Cl)c1cccc(F)c1	0%
CC(=O)Nc1cc(-c2ccc(C)cc2)[nH]n1	8%
CCOc1cc(/C=C2/SC(=S)N(c3ccccc3)C2=O)ccc1OCc1ccccc1	4%
CCCCC1(C)OC(=O)C(=Cc2c(OC)ccc3ccccc23)C(=O)O1 (stereo not given)	30%

Quoted at random: 3 compounds from above, in no set order.
SMILES	RNase H inhibition
O=C(N/N=C/c1cc(Br)ccc1F)c1ccco1	2%
CCOC(=O)CCc1nc2ccc(O)cc2[nH]1	6%
CCC(O)C#CC1(C)CCCC(C)(C)O1 (stereo not given)	0%

Continuation.
SMILES	RNase H inhibition
Cc1cc(C)n(S(=O)(=O)c2ccc3c(c2)C(=O)c2cc(S(=O)(=O)n4nc(C)cc4C)ccc2-3)n1	11%
COc1ccc(OC)c(NC(=O)C2CC(C)=C(C)CC2C(=O)O)c1 (stereo not given)	17%
O=C(O)c1ccc2c(c1)C(=O)N(Nc1c(Cl)cc(Cl)cc1Cl)C2=O	9%
O=C1C2=C(c3ccccc31)C(c1ccncc1)Nc1ccc3ccccc3c12 (stereo not given)	11%
COc1cc(/C=N\NC(=O)c2c(C)nc3cc(C)ccn23)ccc1O	16%
O=C(Nc1ccc(-c2nc3ccccc3o2)c(O)c1)c1cc(Cl)ccc1Cl	20%
COC(=O)c1c(-c2ccc(C)cc2)csc1N	6%
CC1=NN(C(=O)c2cccnc2)C(C)(O)C1 (stereo not given)	4%
C=CCNC(=O)NC(=O)C12CC3CC(CC(C3)C1)C2	9%
COc1ccc(N2C(=O)NC(=O)/C(=C\c3ccoc3)C2=O)cc1	6%
CCOC(=O)c1ccc(N=C2S/C(=C/c3cc(C)n(-c4ccc([N+](=O)[O-])cc4)c3C)C(=O)N2C)cc1	22%
Nc1c(C(=O)Nc2ccccc2)sc2nc3c(cc12)CCC3	12%
Nc1sc2c(c1C(=O)Nc1ccc(Br)cc1)CCCC2	11%
c1ccc(Cn2c3ccccc3c3nc4ccccc4nc32)cc1	9%
Cc1cnc(NC(=O)c2c(O)c3ccccc3[nH]c2=O)s1	5%
CCc1ccccc1NC(=O)/C=C/c1ccccc1	0%
COc1ccc(Br)cc1/C=N\N1CCN(c2ccccc2OC)CC1	10%
CCOC(=O)N1CCN(CC(O)COc2cc(C)ccc2C)CC1 (stereo not given)	7%
CCOC(=O)C1=C(N)OC2=C(C(=O)CC(C)(C)C2)C1c1cc([N+](=O)[O-])c(C)s1 (stereo not given)	8%
COc1ccc(/C=N/N=c2\sc3ccccc3n2C)c(OC)c1	2%

Continued, starting with the last six of the part before.
SMILES	RNase H inhibition
Cc1cnc(NC(=O)c2c(O)c3ccccc3[nH]c2=O)s1	5%
CCc1ccccc1NC(=O)/C=C/c1ccccc1	0%
COc1ccc(Br)cc1/C=N\N1CCN(c2ccccc2OC)CC1	10%
CCOC(=O)N1CCN(CC(O)COc2cc(C)ccc2C)CC1 (stereo not given)	7%
CCOC(=O)C1=C(N)OC2=C(C(=O)CC(C)(C)C2)C1c1cc([N+](=O)[O-])c(C)s1 (stereo not given)	8%
COc1ccc(/C=N/N=c2\sc3ccccc3n2C)c(OC)c1	2%
COC(=O)C(Cc1ccccc1)NC(=O)CCN1C(=O)c2cccc3cccc(c23)C1=O (stereo not given)	4%
Cc1n[nH]c(C)c1Sc1ccccc1N=Cc1cc(Cl)cc([N+](=O)[O-])c1O	7%
CC(C)(C)c1cc(N2C(=O)C(=O)/C(=C(\O)c3ccccc3)C2c2ccc(Br)cc2)no1 (stereo not given)	3%
CCC1(C)CC(C(CC(=O)O)c2ccc(C)cc2)CCO1 (stereo not given)	8%
O=C(N/N=C/c1cccnc1)c1cc(-c2ccc3ccccc3c2)n[nH]1	20%
N#CCSc1nc(N)c(C#N)cc1C#N	8%
OC(COCc1ccccc1)CN1CCN(c2ccccn2)CC1 (stereo not given)	1%
COc1ccc(/C=C2/SC(=S)N(Cc3ccccc3)C2=O)c(OC)c1	23%
CC(C)C(=O)NC(c1ccc(N(C)C)cc1)c1c(O)ccc2ccccc12 (stereo not given)	32%
Nc1nonc1-c1nc2ccccc2n1CC(=O)N/N=C/c1cn(Cc2ccc(Cl)cc2Cl)c2ccccc12	2%
O=C(c1ccc([N+](=O)[O-])cc1[N+](=O)[O-])N1CCN(c2cccc(Cl)c2)CC1	1%
O=[N+]([O-])C(C=NC1CCCCC1)C=NC1CCCCC1 (stereo not given)	0%
COc1ccc(-c2csc(/C(C#N)=C/c3ccc(O)cc3)n2)cc1OC	24%
COc1ccc(C2CC(=O)C3=C(C2)NC(C)=C(C#N)C3c2ccccc2Cl)cc1 (stereo not given)	9%
O=C(Nc1ccc(-c2nc3cc(Cl)ccc3o2)cc1)c1cc(Br)ccc1Cl	13%
CCOc1ccc(-c2nc3cc(NC(=S)NC(=O)c4ccc(OC)c(Cl)c4)ccc3o2)cc1	12%
Cc1ccc(OCC(=O)N2CCN(c3ccccn3)CC2)c(Br)c1	17%
Cc1n[nH]c(C)c1CCCCCOc1ccc([N+](=O)[O-])cc1	9%
CC(=O)OCc1cc(=O)n(C)c(=O)n1C	0%
O=C(/C=C/c1ccccc1F)c1c(-c2ccccc2)c2cc(Br)ccc2[nH]c1=O	36%

4 entries from above, as labelled records.
CCOc1ccc(-c2nc3cc(NC(=S)NC(=O)c4ccc(OC)c(Cl)c4)ccc3o2)cc1
  RNase H inhibition = 12%
Cc1ccc(OCC(=O)N2CCN(c3ccccn3)CC2)c(Br)c1
  RNase H inhibition = 17%
Cc1n[nH]c(C)c1CCCCCOc1ccc([N+](=O)[O-])cc1
  RNase H inhibition = 9%
CC(=O)OCc1cc(=O)n(C)c(=O)n1C
  RNase H inhibition = 0%

Continuation.
SMILES	RNase H inhibition
COc1cc(OC)c(C2C(C#N)=C(N)Oc3cc(C)oc(=O)c32)cc1Br (stereo not given)	7%
CCOC(=O)C1=C(CC)OC(N)=C(C#N)C1c1cccc(Oc2ccccc2)c1 (stereo not given)	15%
O=C(O)CC1c2ccccc2Oc2ccccc21	0%
Cc1cc(NS(=O)(=O)c2ccc(Cl)cc2)ccc1O	4%
Fc1ccccc1N1CCN(C2C3CC4CC(C3)CC2C4)CC1 (stereo not given)	10%
COc1ccccc1C(=O)N=Nc1c(O)n(C)c2c(C)cccc12	0%
O=c1/c(=C/c2ccccc2Cl)sc2nc(-c3ccccc3)nn12	16%
O=C(Nc1nc(-c2ccc(F)cc2F)cs1)c1cccc(F)c1F	11%
Cc1ccc(NC(=O)/C(=C\c2cccc([N+](=O)[O-])c2)NC(=O)c2cccc(C)c2)cc1	7%
CC(NS(=O)(=O)c1cccc([N+](=O)[O-])c1)c1ccccc1 (stereo not given)	0%

An excerpt of these results, field by field:
SMILES: COc1ccccc1C(=O)N=Nc1c(O)n(C)c2c(C)cccc12
- RNase H inhibition: 0%

SMILES: O=c1/c(=C/c2ccccc2Cl)sc2nc(-c3ccccc3)nn12
- RNase H inhibition: 16%

SMILES: O=C(Nc1nc(-c2ccc(F)cc2F)cs1)c1cccc(F)c1F
- RNase H inhibition: 11%

SMILES: Cc1ccc(NC(=O)/C(=C\c2cccc([N+](=O)[O-])c2)NC(=O)c2cccc(C)c2)cc1
- RNase H inhibition: 7%

Continuation:
SMILES	RNase H inhibition
Cc1cc(C)nc(SCC(=O)N/N=C/c2ccc(Cl)cc2Cl)n1	23%
CCC(=O)Nc1cccc(NC(=O)c2ccc(OCC(C)C)cc2)c1	6%
O=c1c2ccccc2nc(-c2ccccc2)n1CCCn1ccnc1	0%
COc1ccc(NC(=O)c2sc(SCC(=O)Nc3cccc(C(F)(F)F)c3)nc2N)cc1	7%
Cc1ccc(-c2ccc(C=O)o2)cc1[N+](=O)[O-]	19%
O=C1NC(=O)C(=C/C=C/c2ccc([N+](=O)[O-])o2)C(=O)N1	0%
O=C(N/N=C\c1c(F)cccc1Cl)c1cnccn1	0%
O=C(O/N=C(/c1ccccc1)c1ccncc1)c1ccc([N+](=O)[O-])cc1	17%
Cc1ccc(N(CC(=O)O)S(C)(=O)=O)cc1Cl	2%
COCCn1c(O)c(C2=c3cc(Br)ccc3=NC2=O)sc1=S	26%
Cc1ccc(/C(O)=C2/C(=O)C(=O)N(c3ccccn3)C2c2ccccc2[N+](=O)[O-])cc1 (stereo not given)	0%
CCN(CC)S(=O)(=O)c1ccc2c3c(cccc13)C(=O)N2	4%
COC(=O)c1ccccc1N1C(=O)c2ccc([N+](=O)[O-])cc2C1=O	22%
Cc1nn(C)c(C)c1NC(=O)c1ccc([N+](=O)[O-])cc1	14%
COc1ccc(N(CC(=O)Nc2cccc(C(F)(F)F)c2)S(=O)(=O)c2ccc(C)cc2)cc1OC	12%
O=C(N/N=C/c1cccc([N+](=O)[O-])c1)NC12CC3CC(CC(C3)C1)C2	12%
O=C(CCCN1C(=O)c2ccccc2C1=O)Nc1cccnc1	1%
Cn1c(=O)c2c(nc(Oc3cccc(C4Nc5ccc6ccccc6c5C5=C4C(=O)CC(C)(C)C5)c3)n2C)n(C)c1=O (stereo not given)	1%
Cc1cc(Cl)ccc1NC(=O)CCC(=O)N/N=C/c1cccs1	9%
CN(C)c1ccc(CNCCC2(c3ccccc3)CCOC(C)(C)C2)cc1 (stereo not given)	8%
C=CCN1C(=O)/C(=C\c2cccc(OCc3ccc([N+](=O)[O-])cc3)c2)SC1=S	3%
Cc1ccc(S(=O)(=O)N(CC(=O)N/N=C/c2ccccc2Cl)c2cc(C)ccc2C)cc1	29%
CC1CCN(Cc2c(O)ccc3ccccc23)CC1	7%
COc1ccc(CN2CCN(C(=O)c3cccc(F)c3)CC2)cc1Br	15%
O=C(Nc1ccccc1)c1ccccc1NC(=O)c1ccccc1C(=O)O	0%
COC(=O)CN1C(=O)/C(=C\c2ccco2)SC1=S	3%
CC(C)(C)C1=CC(=C(C#N)C#N)C(C(C)(C)C)C(=O)C1=O (stereo not given)	33%
O=C(NCCc1ccccc1)/C(=C/c1ccco1)c1ccccc1	2%
CCOC(=O)c1sc(NC(=O)CCN2C(=O)c3cccc([N+](=O)[O-])c3C2=O)c(C(=O)OCC)c1C	6%
CCCCOC(=O)CSC1=C(C#N)C(c2cccc3ccccc23)CC(=O)N1 (stereo not given)	14%
Cc1ccc(C(C)C)c(OCc2nnc(NC(=O)c3ccc(Br)cc3)s2)c1	17%
CNC(=S)Nc1ccc(C(=O)O)cc1	5%
Cc1cc(F)c(F)c(C(=O)N2CCN(c3cc(N4CCCCC4)c(F)cc3[N+](=O)[O-])CC2)c1Cl	10%
O=C(CCCOc1ccc(Cl)cc1Cl)Nc1ccc(S(=O)(=O)Nc2nccs2)cc1	0%
S=C(Nc1ccccc1)NC1CCCC1	0%
Cc1ccc(C(=O)COC(=O)c2cccc(N3C(=O)C4C5C=CC(C6CC56)C4C3=O)c2)cc1 (stereo not given)	9%
CCc1ccc(N2C(=O)C3C(c4cccc(Cl)c4)OC4(C(=O)c5ccccc5C4=O)C3C2=O)cc1 (stereo not given)	11%
O=C1NN(c2ccccc2)C(=O)/C1=C/c1ccccc1OCc1ccccc1F	0%
O=C(CSc1nc2ccccc2[nH]1)N/N=C/c1cc(Br)cc(Br)c1O	13%
CCCOc1ccc(C2C(C(=O)OC)=C(C)N(C)C(C)=C2C(=O)OC)cc1	19%
CC(C)c1ccccc1NC(=O)c1cccc2ccccc12	9%
CCOc1ccc(NC(=O)/C=C/c2ccc(Cl)cc2)cc1	8%
O=C(CCN1C(=O)c2ccccc2C1=O)NCc1ccncc1	0%
NC(=O)CC1NC(=O)c2ccccc21 (stereo not given)	2%

Compound activity deposited in PubChem by MTDP.
